# GPR151 activ = activates the human receptor GPR151; Q8TDV0; PathHunter beta-arrestin GPR151 cells, luminescence; activation, % at 11.2 µM; hit rate 1% among 650,000; AID 1508602; in the data active = activation above about 4.9%;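 also: 0% = median of compound wells and 100% = cells with positive control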
# Target sequence (Q8TDV0 whole entry, looked up): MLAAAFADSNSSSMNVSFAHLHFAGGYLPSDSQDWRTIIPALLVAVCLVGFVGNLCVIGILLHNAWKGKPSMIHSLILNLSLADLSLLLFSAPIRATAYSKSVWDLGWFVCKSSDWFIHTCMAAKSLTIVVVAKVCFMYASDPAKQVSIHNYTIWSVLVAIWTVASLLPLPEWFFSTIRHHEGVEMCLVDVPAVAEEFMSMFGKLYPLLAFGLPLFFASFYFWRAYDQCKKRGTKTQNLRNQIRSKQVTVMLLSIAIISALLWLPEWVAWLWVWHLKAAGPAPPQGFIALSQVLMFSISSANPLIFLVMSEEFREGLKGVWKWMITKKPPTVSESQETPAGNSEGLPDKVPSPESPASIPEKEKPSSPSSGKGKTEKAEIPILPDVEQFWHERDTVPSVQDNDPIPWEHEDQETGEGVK
# FBW7 activator = human FBW7 E3 ligase activation, primary screen; Q969H0; normalized activity (activation), % at 26.1 µM; hit rate 0.13% among 650,000; AlphaScreen FBW7–phospho-cyclin E peptide binding, activator screen; in the data active = normalized activity above about 1.9%;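 also: purified mutant Fbw7 with reduced substrate affinity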
# Target sequence (Q969H0 whole entry, looked up): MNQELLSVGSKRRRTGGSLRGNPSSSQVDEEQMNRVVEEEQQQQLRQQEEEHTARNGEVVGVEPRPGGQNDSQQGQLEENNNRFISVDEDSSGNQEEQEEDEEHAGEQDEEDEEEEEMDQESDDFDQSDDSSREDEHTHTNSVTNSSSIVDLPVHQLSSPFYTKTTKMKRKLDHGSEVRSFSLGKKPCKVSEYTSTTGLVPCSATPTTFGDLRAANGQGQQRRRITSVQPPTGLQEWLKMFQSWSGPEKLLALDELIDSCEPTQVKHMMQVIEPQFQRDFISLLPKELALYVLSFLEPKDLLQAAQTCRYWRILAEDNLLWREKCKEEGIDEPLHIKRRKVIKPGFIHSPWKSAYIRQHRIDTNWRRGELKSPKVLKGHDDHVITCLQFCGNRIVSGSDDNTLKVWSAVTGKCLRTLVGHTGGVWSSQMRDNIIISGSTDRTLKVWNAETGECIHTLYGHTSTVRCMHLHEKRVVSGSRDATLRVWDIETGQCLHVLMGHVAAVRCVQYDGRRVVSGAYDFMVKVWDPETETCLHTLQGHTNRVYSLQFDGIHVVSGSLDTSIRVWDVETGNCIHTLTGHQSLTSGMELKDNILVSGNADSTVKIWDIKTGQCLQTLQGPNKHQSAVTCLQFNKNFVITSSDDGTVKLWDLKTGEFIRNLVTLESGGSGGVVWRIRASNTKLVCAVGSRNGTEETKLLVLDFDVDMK
# MITF inh = blocks human microphthalmia-associated transcription factor; O75030; AlphaScreen MITF homodimerization, bead proximity signal; AID 1259374; hit rate 0.91% among 650,000; inhibition, % at 2.6 µM; in the data active = inhibition above about 50%;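 also: 0% = vehicle wells with protein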
# TEAD-YAP block = TEAD-YAP interaction inhibition; hit rate 1.4% among 640,000; HEK-TIYL cells, TEAD-Gal4/YAP UAS-luciferase luminescence; inhibition, % at 9.12 µM; in the data active = inhibition above about 32%;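 also: 0% = median of test compound wells and 100% = reference inhibitor wells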
# An asterisk follows results filed as active; / = not tested or not shown.
# The opening 6 compounds as a preview:
no.	compound	GPR151 activ	FBW7 activator	MITF inh	TEAD-YAP block
1	COc1ccc(CCNC(=O)CC(C)Cc2cc(C)cc(C)c2)cc1OC (stereo not given)	-0.2	0.2	11	5
2	CCSc1nnc2c(n1)OC(c1c(Cl)cccc1Cl)Nc1ccccc1-2 (stereo not given)	0.6	-0.1	8	-13
3	O=C(NCC1(c2ccccc2)CCCC1)c1ccc(Cl)cc1Cl	-0.2	0.1	6	2
4	CC(=O)Nc1cccc(N2C(=O)C3C4C=CC(C4)C3C2=O)c1 (stereo not given)	1.1	-0.2	-10	0
5	CC1=C(C(=O)Nc2ccccc2)C(c2cccc(Cl)c2)NC(=O)N1 (stereo not given)	0.1	0.0	4	5
6	CCOC(=O)C1CSC2(CCC(c3ccccc3)CC2)N1 (stereo not given)	-0.7	0.2	11	-2

# Results, from the start:
no.	compound	GPR151 activ	FBW7 activator	MITF inh	TEAD-YAP block
1	COc1ccc(CCNC(=O)CC(C)Cc2cc(C)cc(C)c2)cc1OC (stereo not given)	-0.2	0.2	11	5
2	CCSc1nnc2c(n1)OC(c1c(Cl)cccc1Cl)Nc1ccccc1-2 (stereo not given)	0.6	-0.1	8	-13
3	O=C(NCC1(c2ccccc2)CCCC1)c1ccc(Cl)cc1Cl	-0.2	0.1	6	2
4	CC(=O)Nc1cccc(N2C(=O)C3C4C=CC(C4)C3C2=O)c1 (stereo not given)	1.1	-0.2	-10	0
5	CC1=C(C(=O)Nc2ccccc2)C(c2cccc(Cl)c2)NC(=O)N1 (stereo not given)	0.1	0.0	4	5
6	CCOC(=O)C1CSC2(CCC(c3ccccc3)CC2)N1 (stereo not given)	-0.7	0.2	11	-2
7	C[N+]1(CCCCCCC(=O)/C=N\O)CCCCCC1	-0.3	-0.1	2	5
8	Cn1cc(-c2ccc3cnc(Nc4ccc(-n5cnc(N6CCCC(O)C6)n5)cc4)nc3c2)cn1 (stereo not given)	-2.7	-0.3	2	90*
9	CCCC1CCC(c2ccc(C(=O)CCN(C)C)cc2)CC1 (stereo not given)	0.8	-0.1	14	3
10	CCC(C)(C)NC(=O)CCNS(=O)(=O)c1cc(Br)cnc1N	-1.6	-0.1	12	10
11	N#Cc1c(OCCN2C(=O)c3ccccc3C2=O)cccc1-n1cccc1	-0.7	0.1	17	-3
12	COc1cc(OC)c(/C=C2\SC(=Nc3ccccc3)N(C3CCCC3)C2=O)cc1Br	1.5	0.5	11	5
13	O=C(CN1C(=O)NC2(CCOc3ccccc32)C1=O)Nc1ccc2c(c1)OC(F)(F)O2 (stereo not given)	0.8	0.1	-10	4
14	Cc1ccc(CN2CCN(Cc3cccn3-c3nccs3)CC2CCO)cc1 (stereo not given)	-1.4	-0.1	-2	0
15	COC(=O)c1ccc(NC(=O)CSc2nnc(C)c(=O)n2N)cc1	0.2	0.0	-2	5
16	O=C(NC1CCCC1)c1cc2c(s1)CSC2	0.2	0.0	-5	-9
17	CC1CCN(C(=O)CSCc2cccc(Br)c2)CC1	-0.2	0.1	-6	-37
18	COc1ccc(CN=Cc2c(NCc3ccc(OC)cc3)nc3c(C)cccn3c2=O)cc1	-1.0	0.2	14	-7
19	CCOCCn1c(=O)c2c(nc3n(-c4ccc(C)cc4)c(C)c(C)n23)n(C)c1=O	2.7	0.2	8	2
20	O=C(O)CCCCCN1C(=O)C(=O)/C(=C(\O)c2ccc(F)cc2)C1c1ccc(O)cc1 (stereo not given)	0.0	0.2	17	10
21	CS(=O)(=O)N(Cc1ccc(C(=O)N2CCCC2)cc1)c1ccccc1	-0.5	0.0	-6	-2
22	CC(C)N(CCNc1nc(-c2cccs2)nc2c1ncn2CCN1CCCC1=O)C(C)C	-0.6	0.1	11	3
23	CCn1c(Cc2ccccc2)nnc1SCC(=O)Nc1ccc([N+](=O)[O-])cc1O	-2.2	0.0	-2	0
24	CC[C@H]1O[C@H]1C/C=C\C/C=C\C/C=C\C/C=C\C/C=C\CCC(=O)O	0.2	/	5	/
25	NC(=O)c1nc(-c2cccc(O)c2)nc2c1[nH]c(=O)n2-c1ccc(F)cc1	0.8	0.8	10	5
26	O=C1CCCN1CCC(=O)N1CCCC(n2nc(-c3ccco3)ccc2=O)C1 (stereo not given)	-0.8	0.5	3	8
27	CC1CCc2nc(NC(=O)c3ccnn3C)sc2C1 (stereo not given)	-9.7	-0.4	-6	-36
28	CCN(C(=O)CSc1nc2c(sc(=S)n2Cc2ccco2)c(=O)n1-c1ccc(F)cc1)c1cccc(C)c1	0.0	0.0	-7	0
29	Cc1ccc(S(=O)(=O)N2CCN(C3CCCC(C)C3)CC2)cc1 (stereo not given)	0.1	0.2	50	-5
30	Cc1ccccc1NC(=O)CN1CCN(Cc2ccccc2)CC1	-0.5	0.4	12	-2
31	CC(=O)c1cccc(NC(=O)c2ccccc2NS(=O)(=O)c2ccccc2)c1	3.3	-0.4	-12	3
32	COc1ccc(C2(O)CN(c3cccc(C)c3)C3=[N+]2CCCC3)cc1 (stereo not given)	3.1	0.3	-3	-6
33	Cc1ccc(S(=O)(=O)N(CC(=O)N2CCOCC2)Cc2ccccc2Cl)cc1	0.2	-0.2	4	10
34	CCOC(=O)C1CCN(C(C(=O)NC2CCCCC2)c2ccccc2)CC1 (stereo not given)	-1.0	0.0	0	1
35	Cc1ccc(C)c(S(=O)(=O)N2CCN3C(=O)[C@H](C)NC(=O)[C@H]3C2)c1	-1.6	0.0	-3	5
36	COc1cccc(N=c2oc3c(C)ncc(CO)c3cc2C(=O)Nc2ccccc2F)c1	0.4	-0.1	-5	13
37	COc1cc(C)c(C(C)C)cc1S(=O)(=O)N1CCCC(C)C1 (stereo not given)	0.9	0.2	3	0
38	COC(=O)c1c(NC(=O)c2cccc(F)c2)sc(C(=O)N2CCOCC2)c1C	-0.7	0.0	-4	6
39	CN(C(=O)c1cn(C)c(=O)c2ccccc12)c1ccccc1	-1.2	-0.1	-5	-10
40	COc1ccc(CN2CCN(Cc3ccc(C#CCCO)cc3)CC2CCO)c(F)c1 (stereo not given)	-2.0	0.1	-3	0
41	COc1cc(/C=N/NC(=O)c2sc3ccccc3c2O)c(O)c([N+](=O)[O-])c1	0.8	0.0	-10	-7
42	CC(=O)Oc1ccc2c(=O)oc(-c3ccc([N+](=O)[O-])cc3)nc2c1	-3.6	0.4	14	8
43	CCCCOc1ccc(C2=C(NC3CCCC(C)C3C)N3c4ccc(Cl)cc4SC3N2)cc1 (stereo not given)	-0.8	0.0	0	-21
44	COCC(C)NC(=O)c1ccccc1Cl (stereo not given)	-0.6	-0.1	-2	3
45	Oc1ccc(Cl)cc1-c1cc(-c2ccccc2)n[nH]1	0.3	-0.5	2	-22
46	CC(C)(C)c1cc(Br)ccc1OCC(=O)Nc1ccccc1C(N)=O	-0.9	0.0	6	-12
47	COc1ccc(C2CC(=O)Nc3sc4c(C)c(C#N)c(N)nc4c32)cc1OC (stereo not given)	-1.7	0.0	1	-8
48	COc1cccc(-c2ccc(N3CCN(C)CC3)nc2)c1	-3.8	-0.2	-13	14
49	CCOC(=O)Nc1cc(C(=O)OCC)c(C)nc1C	1.6	-0.1	-4	2
50	COc1cc(OC)cc(OCC(=O)NC(Cc2ccccc2)C(C)=O)c1 (stereo not given)	0.7	-0.1	-2	3
51	CC(C)n1cnc2c(Nc3ccc(Oc4ccccc4)cc3)nc(Nc3cccnc3)nc21	-1.5	-0.2	0	3
52	CC(=O)Nc1ccc(NC(=O)c2ccc(C#CC3(O)CCCCC3)cc2)cc1	0.4	1.7	5	16
53	COc1cc(Cl)cc(C=O)c1OCC(=O)O	-1.4	0.0	-7	-2
54	Cc1ccc2[nH]c(=O)c(CN(Cc3nnnn3CC3CCCO3)C3CCCC3)cc2c1 (stereo not given)	0.2	-0.1	1	-1
55	COc1cc(Br)ccc1OCC(=O)N/N=C/C(=O)c1ccccc1	-0.6	0.0	0	-3
56	CSc1ccccc1N1C(=O)CSC1=S	-0.4	-0.2	-10	7
57	Cc1cc(N2C(=O)NC(=O)/C(=C\c3ccc(C(=O)O)cc3)C2=O)ccc1Br	-0.7	-0.1	4	-4
58	Cc1cccc(-n2c(C)cc(C=C3C(=O)NC(=O)NC3=O)c2C)c1	0.4	-0.1	8	-10
59	N#Cc1ccccc1COc1ccc(CO)cc1	-2.7	0.4	-8	-51
60	CCN1CCN(c2nc3c(c(=O)[nH]c(=O)n3C)n2Cc2ccc(F)cc2)CC1	-0.3	-0.1	-3	2

# Overlap with the part before: two entries, then new ones.
no.	compound	GPR151 activ	FBW7 activator	MITF inh	TEAD-YAP block
59	N#Cc1ccccc1COc1ccc(CO)cc1	-2.7	0.4	-8	-51
60	CCN1CCN(c2nc3c(c(=O)[nH]c(=O)n3C)n2Cc2ccc(F)cc2)CC1	-0.3	-0.1	-3	2
61	COc1cc(-c2cnn3ccc(Nc4cccc(Cl)c4)nc23)cc(OC)c1OC	0.8	0.1	-4	4
62	O=c1oc2ccccc2cc1-c1nnc(-c2ccc([N+](=O)[O-])cc2)o1	-0.7	0.0	3	13
63	CCN(c1ccccc1)c1c([N+](=O)[O-])ccc2nonc12	-0.3	-0.5	66*	-2
64	COc1ccc(O)c(CN2CCCC(CCC(=O)NCc3ccccc3F)C2)c1 (stereo not given)	-0.2	-0.1	1	7
65	CCOC(=O)c1ccc(NC(=O)COC(=O)CSc2nc(C)cc(C)n2)cc1	1.4	-0.2	33	-7
66	COc1cc(OC)c(OC)cc1CN1CCN(Cc2cc(OC)c(OC)cc2[N+](=O)[O-])CC1	-0.3	-0.2	62*	2
67	COc1ccc(/C=C/CN2CCc3nnc(C(NS(C)(=O)=O)C(C)C)n3CC2)cc1 (stereo not given)	-1.3	0.2	3	-2
68	Cc1cc(I)ccc1NC(=O)C(C(C)C)N1C(=O)c2ccccc2C1=O (stereo not given)	-0.8	0.0	-3	4
69	COc1ccc(CN2CCN(S(=O)(=O)c3ccc4ccccc4c3)CC2)c(OC)c1OC	-0.4	-0.1	40	-6
70	COc1ccc2[nH]c3c(=O)n(CC(=O)NCc4ccc(C)cc4)c(=S)[nH]c3c2c1	0.1	0.0	1	6
71	CCOC(=O)C1C(c2ccc(OC)cc2)NC(=O)NC1(O)C(F)(F)F (stereo not given)	1.4	0.0	9	13
72	CCCN(CC(=O)Nc1ccc(F)c(F)c1F)S(=O)(=O)c1ccc2ccccc2c1	-1.4	0.0	0	4
73	CCOC(=O)C1=C(C)Nc2ncnn2C1c1ccccc1OCC (stereo not given)	-2.5	0.2	-13	-8
74	CC(=O)Nc1ccccc1NC(=O)c1ccco1	0.9	0.0	1	5
75	COc1cc(OC)cc(C(=O)Nc2c3c(nn2-c2cc(C)cc(C)c2)CSC3)c1	1.5	1.1	14	5
76	O=C(O)CC1(CC(=O)N2CCN(c3nc(-c4ccccc4Cl)c4cc(Br)ccc4n3)CC2)CCCC1	0.1	0.2	1	2
77	COc1ccc(C(=O)NNC(=S)Nc2cccc([N+](=O)[O-])c2)cc1OC	-0.9	0.1	4	-6
78	CCNC(=O)OCCOC12CC3CC(CC(C3)C1)C2	1.4	0.0	-4	0
79	CC(C)CC(=O)Nc1ccc2oc(-c3ccncc3)nc2c1	0.5	-0.2	0	-62
80	CC(OC(=O)CC1Sc2ccccc2NC1=O)C(=O)NCC1CCCO1 (stereo not given)	1.0	0.0	0	1
81	Cc1cccc(N(CC(=O)Nc2ccc(F)cc2)S(C)(=O)=O)c1C	0.3	0.0	-16	1
82	C=C(C)CNC(=S)N/N=C/c1cc2c(cc1[N+](=O)[O-])OCO2	-0.4	0.5	12	-16
83	CCOC(=O)C1=C(C)NC(=O)NC1c1ccc(C(=O)OC)cc1 (stereo not given)	0.3	0.0	-9	-1
84	COc1ccc(N2CC(C(=O)Nc3cccc4ccccc34)CC2=O)cc1 (stereo not given)	1.5	0.1	8	-4
85	c1ccc(Cn2nc(-c3cccs3)c3c2CCNC3)cc1	3.1	0.0	-3	29
86	Cc1ccn(C(=O)COc2ccc(Cl)cc2)n1	-0.1	-0.1	2	-43
87	O=C(Nc1ccc(C(=O)N2CCOCC2)cc1)c1cccc(Cl)c1	-1.6	0.0	-27	-14
88	CS(=O)(=O)N(Cc1ccccc1)c1ccc(C(=O)NCc2ccccc2)cc1	3.8	0.8	14	2
89	COC(=O)Nc1nc2ccccc2n1S(=O)(=O)c1cc(OC)ccc1OC	-2.3	0.0	30	27
90	O=C(O)c1cc(N2C(=O)c3ccccc3C2=O)ccc1NCc1cccnc1	-0.7	0.2	-1	0
91	CCc1ccc(CN2CCN(Cc3ccccc3)C(CCO)C2)cc1 (stereo not given)	0.8	0.0	8	10
92	Cc1ccc(S(=O)(=O)Nc2ccc(S(=O)(=O)NC(C)(C)C)cc2)cc1	2.2	-0.1	11	-2
93	Cc1ccc(OCC(=O)Nc2nc3ccccc3s2)c(C(C)(C)C)c1	-0.4	0.1	15	6
94	COc1ccccc1NC(=O)CSc1ncc(-c2ccccc2)nn1	0.5	-0.1	10	0
95	Brc1ccc(/C=N/Nc2nnnn2-c2cccc3ccccc23)cc1	1.5	0.2	6	13
96	COc1ccccc1/C=C/C=N\NC(=O)CCn1cnc2ccccc21	-0.1	0.0	-13	53*
97	Cc1cccc(NC(=O)C2CCCN(S(=O)(=O)c3ccc4[nH]c(=O)ccc4c3)C2)c1 (stereo not given)	0.6	0.0	9	0
98	Cc1ccc2nc(N3CC(C)CC(C)C3)c(/C=C3\SC(=S)N(C)C3=O)c(=O)n2c1 (stereo not given)	-0.5	0.0	2	12
99	CCSc1cccc(C(=O)Nc2ccc3sc(C)nc3c2)c1	0.1	0.0	8	-5
100	CCN(CC)c1nc2c(c(=O)n(C)c(=O)n2C)n1CC(=O)c1cccc(OC)c1	-1.1	-0.1	4	-7

# Bioassay records: PubChem, The Scripps Research Institute Molecular Screening Center
